CDK5 p35 inh = blocks human CDK5/p35 kinase activity. Q00535+Q15078. Recombinant CDK5/p35, ADP-Glo luminescence, 60 min. inhibition, % at 10 µM. 330,000 compounds, 0.01% hits;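 active means highest replicate inhibition of at least 50% and at least 75% of replicates reaching 50%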;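 further: plate controls were DMSO neutral control for no effect and GW8510 at 10 µM for full effect; many of its hits are not listed in these tables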
Target sequence (Q00535 whole entry, looked up): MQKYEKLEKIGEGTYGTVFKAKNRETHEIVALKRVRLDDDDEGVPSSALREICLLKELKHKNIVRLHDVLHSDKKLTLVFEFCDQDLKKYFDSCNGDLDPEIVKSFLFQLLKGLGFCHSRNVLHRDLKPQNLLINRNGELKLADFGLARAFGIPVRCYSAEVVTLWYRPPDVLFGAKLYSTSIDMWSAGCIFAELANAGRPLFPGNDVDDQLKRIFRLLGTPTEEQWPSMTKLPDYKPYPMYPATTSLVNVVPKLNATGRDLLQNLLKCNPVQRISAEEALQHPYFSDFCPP
Target sequence (Q15078 whole entry, looked up): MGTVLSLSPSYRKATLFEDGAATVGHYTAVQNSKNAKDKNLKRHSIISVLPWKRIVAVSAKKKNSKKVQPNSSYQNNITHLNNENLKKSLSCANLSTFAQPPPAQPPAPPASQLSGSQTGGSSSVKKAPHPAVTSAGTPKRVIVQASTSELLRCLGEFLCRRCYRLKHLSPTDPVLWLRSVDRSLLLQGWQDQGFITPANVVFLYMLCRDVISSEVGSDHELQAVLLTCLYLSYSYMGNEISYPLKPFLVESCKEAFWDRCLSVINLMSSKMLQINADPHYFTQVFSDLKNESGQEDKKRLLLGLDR
PKA-R1A activ = activators of PKA-R1A complex | P00514+P68181 | PKA-R1A dissociation, Cy5-IP20 fluorescence polarization; scaled: DMSO 0%, 113 µM cGMP 100% | activation, % at 11.4 µM | 340,000 compounds, 0.083% hits | AID 504707;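 active means percent activation above the mean of all tested compounds plus 3 SD, cut at about 19% in these data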;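 further: higher means more PKAc released from R1A so a rise in polarization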
Tat export inh = E. coli Tat transport inhibition; inhibition, % at 10 µM; E. coli MC4100 TorA-mCherry Tat export, fluorescence; 340,000 compounds, 0.036% hits;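 active means mean replicate inhibition at least 50% and at least half of replicates individually reaching 50%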;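 further: exported cargo escapes ClpAP degradation while cytoplasmic cargo is degraded and loses fluorescence; 0% = median of neutral control wells and 100% = median of NaSCN control wells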
SUMO Mot1 rescue = inhibitors of SUMOylation pathway: yeast Mot1-301 growth rescue | growth rescue, % at 18.8 µM | 320,000 compounds, 1% hits | S. cerevisiae Mot1-301 growth rescue, ATP luminescence, 38.5C; percent above DMSO median, 100 means doubled;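 active means every valid replicate shows activation above 250% relative to neutral control wells; inactive means the rest, any valid replicate at or below 250%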;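 further: OY570 slx delta 5 strain wells were the positive control but not used for scaling; some compounds called inactive have numbers as strong as hits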
PKA-R2B activ = PKA-R2B complex activation. P22694+P31323. PKA-R2B holoenzyme dissociation, Cy5-IP20 fluorescence polarization; R2B truncated from residue 108, S112A mutant; 0% DMSO only, 100% 113 µM cGMP. activation, % at 11.4 µM. 340,000 compounds, 0.079% hits. AID 504700;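 active means activation above a cutoff set at the mean over all compounds plus 3 SD, cut at about 18% in these data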;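 further: higher means more holoenzyme dissociation and a rise in polarization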
HTR5A ag ctr = counter-screen for OPRM1-OPRD1 agonists: human HTR5A agonism. P47898. HTR5A agonist assay, luminescence, cell-based. activation, % at 9.3 µM. 340,000 compounds, 0.61% hits. AID 504692; in the data active means activation mostly above about 9.5%, no sharp cut-off; inactive means mostly below about 7.6%;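 further: 0% = cells with vehicle only and 100% = reference agonist; strong numbers were not always called active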
Target sequence (P47898 whole entry, looked up): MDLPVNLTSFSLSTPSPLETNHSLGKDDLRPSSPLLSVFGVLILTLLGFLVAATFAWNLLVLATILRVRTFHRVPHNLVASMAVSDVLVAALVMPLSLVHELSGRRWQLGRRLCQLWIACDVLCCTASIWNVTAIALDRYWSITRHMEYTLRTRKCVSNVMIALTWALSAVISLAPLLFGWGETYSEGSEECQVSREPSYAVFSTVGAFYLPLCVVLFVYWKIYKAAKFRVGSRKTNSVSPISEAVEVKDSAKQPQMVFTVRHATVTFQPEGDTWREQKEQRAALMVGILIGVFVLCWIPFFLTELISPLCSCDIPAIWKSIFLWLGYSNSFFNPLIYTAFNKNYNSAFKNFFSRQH
phage Ecoli inh = E. coli growth loss with phage present; growth absorbance; inhibition, % at 11.9 µM; 360,000 compounds, 0.26% hits; in the data active means inhibition above about 11%
DAGLB inhibitor = diacylglycerol lipase beta (human) inhibition. Q8NCG7. HEK293T DAGLB membrane lysate, EnzChek fluorogenic substrate. inhibition, % at 5.17 µM. 340,000 compounds, 0.059% hits. AID 504411; in the data active means inhibition above about 34%;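 further: 0% = enzyme with vehicle and 100% = wells lacking enzyme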
AddAB inh = less growth of phage-infected E. coli with AddAB | E. coli expressing H. pylori AddAB, absorbance growth | inhibition, % at 11.9 µM | 330,000 compounds, 0.29% hits | AID 435030; in the data active means inhibition above about 12%;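 further: 0% = vehicle wells of infected cells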
E coli growth = bacterial growth inhibition, counter-screen for AddAB inhibitors | E. coli V3065 growth, OD600 absorbance, 18 h | inhibition, % at 11.9 µM | 330,000 compounds, 0.27% hits;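 active means inhibition above the campaign's mean inhibition across all tested compounds plus 3 SD, cut at about 9.9% in these data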;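 further: uninfected addAB+ strain grown without phage in ampicillin broth; 0% = DMSO wells and 100% = ciprofloxacin 0.95 µg/ml wells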
HTR5A inv ctr = counter-screen for OPRM1-OPRD1 inverse agonists: human HTR5A inverse agonism; P47898; HTR5A cell line, luminescence; inhibition, % at 9.3 µM; 340,000 compounds, 0.083% hits; in the data active means inhibition mostly above about 23%, no sharp cut-off; inactive means mostly below about 18%;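 further: 0% = cells with DMSO and 100% = no-cell wells with DMSO; some compounds called inactive have numbers as strong as hits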
* = called active by the depositor; i = inactive; · = no result given; + = active, no number.

canonical_smiles	CDK5 p35 inh	PKA-R1A activ	Tat export inh	SUMO Mot1 rescue	PKA-R2B activ	HTR5A ag ctr	phage Ecoli inh	DAGLB inhibitor	AddAB inh	E coli growth	HTR5A inv ctr
COC(C[C@H](O)CC(=O)COCc1ccccc1)OC	0.0	-3	8	·	1	0	2.5	-3	·	·	-1
O=C1C2C3c4ccccc4C(c4ccccc43)C2C(=O)N1c1nc(-c2ccccc2)cs1 (stereo unspecified)	-1.0	-15	-3	·	-6	1	1.9	0	0.7	-0.4	-21
Cc1ccc(-c2ncns2)cc1	1.1	2	-4	38	1	7	2.3	-1	0.2	-1.1	-19
CC(Sc1ccccc1)C(=O)NN=C1CCCC1 (stereo unspecified)	-0.5	-12	-8	-9	-3	0	-0.2	-1	0.7	1.9	-10
CCOC(=O)CCC(=O)NNC(=O)COc1ccc(C(C)C)cc1Br	-2.2	-5	-5	-20	-6	10	3.7	-4	4.1	-2.0	-12
CCCCOc1ccc(S(=O)(=O)n2c(C)nc3ccccc32)cc1	0.3	-2	-1	-10	-4	-1	3.3	-1	2.6	1.8	-2
Cc1ccc(-c2noc(CCCC(=O)NCC3CCCO3)n2)cc1 (stereo unspecified)	0.6	-5	-5	-19	-1	2	1.0	1	2.0	-2.0	-6
Cc1cccc(C(C)C)c1NC(=O)c1cc2ccccc2o1	0.8	-9	3	11	0	-7	1.9	-4	3.5	-1.0	5
CCOC(=O)Cc1ccc(NC(=O)c2ccc([N+](=O)[O-])cc2)cc1	-1.1	-1	-1	-3	2	-3	4.0	-3	5.3	3.1	-10
O=C1c2sc3nc4ccccc4n3c2C(=O)N1c1ccccc1Cl	1.5	-16	-13	-29	-2	-6	1.0	6	4.9	-1.7	16
COCCCNC(=O)c1cc(C(=O)c2c(-c3c(Cl)cccc3Cl)noc2C)c[nH]1	-1.1	-4	-2	+	-8	-3	1.6	-2	1.4	0.7	0
O=C(CSc1nnc(Cc2ccccc2)o1)c1ccccc1	-1.2	-10	5	-14	4	2	4.5	-4	1.7	0.0	-5
Cc1ccc(-c2nc3ccccc3[nH]2)cc1NC(=O)c1ccc2c(c1)OCO2	4.1	-11	-2	-7	-4	-2	2.3	1	-0.2	-5.3	4
O=C(CN1CCC(Cc2ccccc2)CC1)N1CCc2ccccc2C1	-3.8	-9	3	49	2	-7	-0.2	-3	0.5	-0.9	18
Cc1ccc(OCC(=O)NCc2ccccn2)cc1	1.5	-8	-9	3	-13	6	3.6	-1	0.4	-0.9	-22
COc1cccc(OC)c1OCCCc1c(C)n[nH]c1C	1.6	-4	3	i	-5	-1	0.5	1	-0.3	-3.0	14
CC1(C)Cc2c(cnn2-c2cccc(F)c2)C(NC(=O)c2ccc(=O)[nH]n2)C1 (stereo unspecified)	0.8	-5	0	14	-7	3	2.2	1	2.7	0.6	12
Nc1ccc2c(c1)C(=O)c1cc(N)c(Cl)cc1-2	3.0	-2	-1	·	-6	0	4.4	16	·	·	1
COc1ccc(C(C(=O)NC2CCCC2)N(C(=O)c2snc(C(N)=O)c2N)C2CCCC2)cc1OC (stereo unspecified)	0.9	-2	1	-13	0	-5	0.1	-4	1.5	0.1	-7
CCC(CC)C(=O)Nc1cccc(S(=O)(=O)c2cccc(NC(=O)C(CC)CC)c2)c1	-0.5	-8	-11	13	-5	5	1.6	-4	2.9	1.1	16
COc1ccc(NC(=O)CSc2nnc3n2CCCCC3)cc1S(=O)(=O)N1CCOCC1	0.5	8	-3	11	1	-1	0.8	2	-1.8	-0.5	4
CN1CCN(C(=O)CN2C(=O)CC(C)(C)S(=O)(=O)c3ccccc32)CC1	-5.0	-1	0	0	-9	-1	2.8	1	-0.4	-1.2	2
CC(=O)Nc1ccc(C(=O)n2cnc3cc(C)c(C)cc32)cc1	1.2	5	6	18	2	-1	1.5	-2	2.4	-0.9	-3
CCC(=O)Nc1ccc(NC(=O)c2oc3ccccc3c2C)cc1	-0.5	-5	-6	-5	-6	0	-0.2	0	0.3	2.9	0
CC1(c2ccccc2)CC(C)(C)N(C(=O)c2cc([N+](=O)[O-])cc([N+](=O)[O-])c2)c2ccccc21 (stereo unspecified)	-1.9	4	-9	13	-9	7	4.2	-14	3.7	-2.0	-8
COc1ccccc1-c1nc(SCC(=O)Nc2ccccc2)n[nH]1	0.4	0	-4	281	-3	0	2.3	-3	4.7	3.1	5
C=CCN1C(=O)c2ccc(C(=O)N(C)CC(=O)Nc3c(C)cccc3C)cc2C1=O	1.0	-6	-5	-32	-5	2	2.6	0	3.1	3.3	-6
O=C(Nc1nnc(-c2ccccc2Cl)s1)C1CCN(S(=O)(=O)c2ccc(Cl)cc2)CC1	2.3	4	-5	-18	2	-4	1.6	-1	0.8	-1.7	2
COc1ccc(NC(=O)c2ccc(=O)oc2)cc1	-0.4	-1	3	-5	13	-8	0.9	5	-0.9	-1.6	21
CCOC(=O)NC(c1cccc(Cl)c1)C1CCCCCC1=O (stereo unspecified)	1.2	-11	-3	-17	9	0	2.5	-5	-0.5	-4.6	10
O=C(Cc1ccccc1)NC1CCN(Cc2ccccc2)CC1	0.2	-15	6	164	-2	3	3.7	3	3.1	-0.6	-8
CN(CC(=O)Nc1ccc(F)c(F)c1F)C(=O)c1ccc2c(c1)OCCO2	0.8	-3	-9	29	-4	1	1.5	1	0.5	1.5	-2
CC(O)(CS(=O)(=O)c1ccc(Br)cc1)c1ccccc1 (stereo unspecified)	0.2	-1	-9	4	1	-1	-0.9	-5	-1.4	0.6	2
C=CCN1CCCC1CNC(=O)c1cc2[nH]nnc2cc1OC (stereo unspecified)	0.6	-1	3	-2	11	4	1.6	2	-2.5	-0.3	-6
CC(=O)N1CCN(S(=O)(=O)c2ccc(Cl)cc2F)CC1	-0.5	13	-5	36	5	5	1.7	-2	4.3	0.6	16
Cc1ccc(NC(=S)N2CCC(NC(=O)c3ccc(F)cc3)CC2)cc1	0.8	-14	-4	2	-6	-1	-1.6	-3	3.2	-0.9	2
Cn1c(=O)c(=O)n(C)c2cc(S(=O)(=O)N3CCN(Cc4ccccc4)CC3)ccc21	0.4	9	1	-18	0	0	3.7	0	3.4	-1.9	-13
COc1cccc(NC(=O)CCNS(=O)(=O)c2ccc3c(c2)oc(=O)n3C)c1	-1.1	3	-9	347	-1	0	2.5	0	-2.0	-0.4	8
O=C1CN(C(=O)CNC(=O)c2cccc(Cl)c2)c2ccccc2N1	-3.3	11	-1	-11	-5	-8	3.9	3	-0.4	-1.2	24
N#Cc1ccccc1OCC(=O)N(Cc1nnc(-c2ccccc2Cl)o1)C1CC1	1.3	0	2	2	0	-1	0.1	1	2.9	-0.2	3
Cc1noc(C)c1CSCC(=O)Nc1nc2ccccc2s1	0.1	-3	2	8	2	6	-0.4	3	3.1	1.1	-16
CCc1ccccc1NC(=S)N(CCN1CCOCC1)Cc1ccccc1F	-0.5	-2	-2	38	-7	-3	2.6	-4	1.0	0.0	-1
Cc1ccc(SCC(=O)OC(C)C(=O)NCc2ccccc2)cc1 (stereo unspecified)	-1.6	-3	1	15	-5	13	5.7	0	1.6	-0.6	-38
CC1(C)NC(=O)NC2(C)NC(=O)NC(C)(C)C12 (stereo unspecified)	-1.3	-9	5	260	1	-1	-1.6	2	3.9	0.1	-10
CCN(CC)S(=O)(=O)c1ccc(C(=O)Nc2nnc(CSC)o2)cc1	-2.8	-1	1	-14	5	-1	-0.6	-1	-1.8	-3.9	13
O=C(Nc1ccccc1)C(c1ccccc1)C1CCCC1 (stereo unspecified)	1.5	-16	-4	·	-3	3	2.4	-4	·	·	4
CC(C)Cc1nc(N2CCC(C(N)=O)CC2)c2nnn(Cc3ccccc3)c2n1	-2.1	1	-5	0	6	1	2.7	2	2.9	0.7	9
CCOC(=O)c1sc2nc(NC(=O)COc3ccccc3)sc2c1C	-3.2	-14	-1	6	-4	-4	3.6	-4	-2.5	-0.6	-1
O=C(COc1ccccc1Cl)NNC(=O)c1ccc(-n2cncn2)c([N+](=O)[O-])c1	-1.0	-5	-5	2	12	-3	1.6	-1	1.9	1.6	7
Cn1cnc([N+](=O)[O-])c1C(=O)Nc1cccc([N+](=O)[O-])c1	2.3	3	0	0	1	6	4.9	5	4.6	1.3	-1

(continued)
canonical_smiles	CDK5 p35 inh	PKA-R1A activ	Tat export inh	SUMO Mot1 rescue	PKA-R2B activ	HTR5A ag ctr	phage Ecoli inh	DAGLB inhibitor	AddAB inh	E coli growth	HTR5A inv ctr
O=C1C2CCCN2C(c2cccc(Br)c2)N1c1ccc(F)cc1 (stereo unspecified)	0.9	2	6	-21	1	0	3.5	-1	3.6	-0.5	-1
COC(=O)/C(C#N)=C/c1c(N2CCN(Cc3ccc4c(c3)OCO4)CC2)nc2c(C)cccn2c1=O	0.8	4	-5	-12	3	-3	-0.2	2	0.8	0.7	30
CCOC(=O)N1CCN(c2c(-c3ccc(C(C)C)cc3)c(=O)c2=O)CC1	0.6	5	9	6	9	0	2.5	-3	3.1	-2.3	0
Cc1c(Br)c(C(F)(F)F)nn1CC(=O)N(C)C1CCCCC1	0.9	5	3	-4	-11	-1	-0.2	-2	0.4	-4.5	-5
Cc1ccc(S(=O)(=O)N2[C@@H](c3ccc(F)cc3)C(C(=O)O)=CC[C@H]2c2ccc3c(c2)OCO3)cc1	-1.7	1	6	1	6	3	2.5	6	1.3	0.2	-22
CC(C)CCNC(=O)c1nn(Cc2ccccc2)c(=O)c2ccccc12	-4.4	-6	16	-10	-4	2	-0.6	-1	2.7	1.9	-5
Cc1ccc(/C=N/Nc2nc3ccccc3[nH]2)s1	2.6	14	-8	16	-7	-4	-1.3	4	-2.4	-3.3	-9
Cc1cccc(NC(NC(=O)Cc2ccccc2)C(Cl)(Cl)Cl)c1 (stereo unspecified)	-0.4	11	0	-1	-8	9	3.8	-2	3.0	1.2	-15
COc1ccc(NC(=O)C2CCCN(S(=O)(=O)c3ccc4c(c3)CCCN4C(C)=O)C2)cc1 (stereo unspecified)	-0.1	4	-1	326	-2	8	-0.8	0	4.9	-0.7	-10
CS(=O)(=O)c1ccc2nc(NC(=O)CCNC(=O)c3ccccc3Cl)sc2c1	-2.4	-11	-2	0	-1	2	-0.6	6	-0.9	0.9	-7
C=CCn1c(SCC(=O)NNC(=O)Nc2ccc(C)cc2)nnc1-c1ccccc1	-1.4	8	1	5	4	-1	1.1	1	0.8	1.4	-13
O=C(O)c1ccc(NC(=S)NC(=O)c2ccc3ccccc3c2)cc1	0.1	-5	1	3	8	2	0.4	-2	-0.5	2.2	-17
CCC(=O)Nc1ccc(Cl)c(NC(=O)c2ccc([N+](=O)[O-])cc2)c1	-0.7	-4	-3	18	-2	12*	3.4	3	1.6	0.3	-31
CCC(=O)c1ccc(OC(=O)c2ccc(Br)o2)cc1	4.7	8	0	4	1	3	1.6	4	2.7	-2.1	-6

Screening results as filed in PubChem.
